Vif-A3F inh – inhibitors of Vif-A3F interaction; HeLa A3F-eYFP + Vif (tagged APOBEC3F with the HIV-1 protein that degrades it), YFP fluorescence increase; Potency, µM (titrated, usually from 46.1 µM), for the others: at the highest dose activity, negative = active; 390,000 tested, 0.2% active; AID 602313; also: % of control where 0% means no effect; nearly all actives have a fitted effect of over 65% in size
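Fluorescence increase (Ex 488/Em 500-530) after overnight compound treatment at 37 deg C flags inhibition of Vif-driven A3F-eYFP loss in stable HeLa A3F-eYFP/Vif cells seeded overnight beforehand.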
mIDH1 inhibitor – blocks human mutant IDH1 R132H enzyme; O75874; IDH1-R132H enzyme, NADPH consumption, diaphorase/resazurin fluorescence; Potency, µM (doses to about 76.6 µM), inactives show top-dose activity change, negative = inhibition, most hits filed as inhibitors; 390,000 tested, 0.093% active; AID 602179; also: % is scaled to controls: 0 for no effect and ±100 for the full control effect; nearly all actives have a fitted effect of over 65% in size
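IDH1-R132H (0.5 ug/mL dispensed) in pH 7.5 Tris buffer was preincubated 30 min with compound, then given a substrate mix of 0.016 mM NADPH and 2 mM alpha-KG for 80 min at room temperature; remaining NADPH was read by diaphorase/resazurin fluorescence.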
TrxR1 inh – rat TrxR1 inhibition; recombinant rTrxR1, NADPH fluorescence consumption, selenite substrate; Potency, µM (top dose mostly 114 µM), for inactives: top-dose activity change, negative = inhibition, actives largely listed as inhibitors; 390,000 tested, 1% active; AID 588453; also: % is scaled to controls: 0 for no effect and ±100 for the full control effect; nearly all actives have a fitted effect of over 65% in size
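Rat TrxR1 (90 nM in the dispensed reagent) was pre-reduced with 400 uM NADPH for 5 min at room temperature, then incubated with compound for 15 min. After 400 uM selenite was added, NADPH fluorescence (Ex 340/Em 450 nm) was followed for 8 min.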
USP1-UAF1 inh – USP1/UAF1 (human) deubiquitinase inhibition. O94782. recombinant USP1/UAF1, Ub-Rhodamine cleavage fluorescence. Potency, µM (top dose mostly 57.1 µM), inactives show top-dose activity change, negative = inhibition, most hits filed as inhibitors. 390,000 tested, 0.23% active; also: % is scaled to controls: 0 for no effect and ±100 for the full control effect; nearly all actives have a fitted effect of over 60% in size; inactives centre near -12
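USP1/UAF1 complex (1 nM) preincubated 15 min at room temperature with compound, then Ub-Rho substrate (150 nM final) added. Kinetic fluorescence at 480/540 nm over 6 reads at 60 s intervals; 50 mM HEPES pH 7.8, 0.5 mM EDTA, 0.1 mg/ml BSA, 1 mM TCEP, 0.01% Tween-20.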
RXFP1 agonist – RXFP1 (human) receptor agonism; HEK293T-RXFP1 cAMP TR-FRET, 30 min; response scale: percent of porcine relaxin response, buffer zero; 370,000 tested, 0.3% active; Q9HBX9; Potency, µM (doses to about 57.5 µM), for the others: at the highest dose activation, usual class: activators; also: % is scaled to controls: 0 for no effect and ±100 for the full control effect; nearly all actives have a fitted effect of over 60% in size; many of its hits are not listed in these tables
Target sequence (Q9HBX9 whole entry, looked up): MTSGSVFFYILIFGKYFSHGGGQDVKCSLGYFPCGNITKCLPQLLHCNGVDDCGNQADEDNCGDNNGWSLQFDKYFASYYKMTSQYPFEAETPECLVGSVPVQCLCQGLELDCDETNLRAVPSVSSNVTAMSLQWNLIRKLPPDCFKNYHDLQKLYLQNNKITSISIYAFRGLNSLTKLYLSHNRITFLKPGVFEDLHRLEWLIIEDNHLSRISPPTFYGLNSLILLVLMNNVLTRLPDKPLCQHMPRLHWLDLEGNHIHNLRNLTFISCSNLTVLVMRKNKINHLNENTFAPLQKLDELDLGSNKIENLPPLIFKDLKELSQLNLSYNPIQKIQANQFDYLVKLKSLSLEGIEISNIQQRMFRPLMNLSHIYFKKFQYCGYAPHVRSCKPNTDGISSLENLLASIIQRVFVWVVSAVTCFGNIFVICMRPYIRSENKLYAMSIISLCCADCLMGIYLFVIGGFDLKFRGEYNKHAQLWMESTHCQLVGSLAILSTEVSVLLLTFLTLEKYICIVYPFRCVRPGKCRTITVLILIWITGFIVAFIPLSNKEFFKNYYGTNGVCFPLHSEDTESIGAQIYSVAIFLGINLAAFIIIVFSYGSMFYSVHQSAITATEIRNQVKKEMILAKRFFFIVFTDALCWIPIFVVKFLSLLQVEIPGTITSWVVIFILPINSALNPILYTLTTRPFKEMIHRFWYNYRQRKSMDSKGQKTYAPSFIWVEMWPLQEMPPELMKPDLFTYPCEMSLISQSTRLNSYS
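HEK293T cells stably expressing RXFP1 were pretreated with the PDE4 inhibitor Ro 20174, exposed to compounds for 30 min at 37C, lysed, and cAMP was read by TR-FRET. Data normalized to buffer (basal) and 29 nM porcine relaxin (100%).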
TrxR1 substrate – substrates of rat thioredoxin reductase 1. 390,000 tested, 0.01% active. purified TrxR1 substrate turnover, NADPH consumption readout. Potency, µM (doses to about 114 µM), for the others: top-dose activity change, negative = substrate turnover; also: % is scaled to controls: 0 for no effect and ±100 for the full control effect; nearly all actives have a fitted effect of over 50% in size
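Rat TrxR1, dispensed at 90 nM, was prereduced with 400 uM NADPH (final) for 5 min at ~22 deg C, then incubated with compound 15 min before 400 uM selenite. A first-read NADPH fluorescence drop versus no-compound background flagged substrates.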
Vif-A3G inh – Vif-A3G binding inhibition; Q9HC16; HeLa A3G-eYFP + Vif (tagged APOBEC3G with the HIV-1 protein that degrades it), YFP fluorescence, overnight; Potency, µM (doses to about 46.1 µM), inactives show at the highest dose activity, negative = active, actives largely listed as inhibitors; 410,000 tested, 0.076% active; AID 602310;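 also: % is scaled to controls: 0 for no effect and ±100 for the full control effect; nearly all actives have a fitted effect of over 60% in size; hits raise eYFP signal because A3G escapes Vif-driven loss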
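Read-out is eYFP fluorescence (Ex 488/Em 500-530) from Vif-expressing HeLa A3G-eYFP cells; more signal means A3G escaped Vif-mediated degradation. Cells plated overnight, compound pinned in, incubated overnight at 37 deg C.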
ALOX12 inh – inhibitors of human 12S-lipoxygenase ALOX12; P18054; purified 12hLO, xylenol orange hydroperoxide absorbance; Potency, µM (series often up to 108 µM), for inactives: at the highest dose activity change, negative = inhibition, actives largely listed as inhibitors; 580,000 tested, 1.1% active; AID 1671190; also: % is scaled to controls: 0 for no effect and ±100 for the full control effect
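Purified human 12hLO at 150 nM in 25 mM Hepes, 0.01% Triton X-100, pH 7.0, preincubated 15 min at room temperature with compound. Reaction started with 40 uM arachidonic acid, 30 min at room temperature. Hydroperoxide measured by Fe-xylenol orange, 573/405 nm absorbance ratio.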
RGS4 inh – human RGS4 inhibition; P49798; Transcreener GDP fluorescence polarization, RGS4-accelerated GTP hydrolysis; Potency, µM (series often up to 114 µM), inactives show top-dose activity change, negative = inhibition, most hits filed as inhibitors; 390,000 tested, 0.039% active; also: % is scaled to controls: 0 for no effect and ±100 for the full control effect; nearly all actives have a fitted effect of over 75% in size; some results filed as inactive show a strong effect at the top dose
Target sequence (P49798 whole entry, looked up): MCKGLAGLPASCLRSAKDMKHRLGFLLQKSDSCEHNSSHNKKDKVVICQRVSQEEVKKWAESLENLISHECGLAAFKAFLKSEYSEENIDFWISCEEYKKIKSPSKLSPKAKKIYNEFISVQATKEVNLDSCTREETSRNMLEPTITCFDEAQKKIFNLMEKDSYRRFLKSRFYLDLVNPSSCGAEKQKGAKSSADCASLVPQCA
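MLSMR compounds (23 nl, pin-transferred) preincubated 10 min at room temperature with a 500nM (2x) first reagent, then RGS4 at 900nM (2x) plus Transcreener GDP mix added; fluorescence polarization (620/688 nm) read before and after 90 min at 30 °C.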
* = called active by the depositor; ? = inconclusive; · = no result given; & = joins results of further samples; [ ] = remark or other dose. Calls follow the shape of the dose curve; as a rule, active = well fitted curve in the direction sought with a large enough effect; inconclusive = small, poorly fitted or top-dose-only effect, or another doubt; inactive = no such curve, though single readings can be large; an effect the other way counts as inactive or inconclusive. Potency is read from the fitted curve at half-maximal effect. The list is partial. The share of hits here may be higher or lower than overall.

SMILES	Vif-A3F inh	mIDH1 inhibitor	TrxR1 inh	USP1-UAF1 inh	RXFP1 agonist	TrxR1 substrate	Vif-A3G inh	ALOX12 inh	RGS4 inh
COC(=O)c1ccc2[nH]c3cccc(/C(=C/c4ccccc4)c4ccccc4)c3c2c1	-5%	4%	55%[activator]	-21%	2.3%	42%[activator]	-5%	-28%	4%
CCN(CC(=O)Nc1ccc(NC(C)=O)cc1)C(=O)c1cc2ccccc2oc1=O	1%	13%	8%	-18%	5.6%	5%	-4%	-50%&-10%	-13%
Cc1nn(C)c(C(=O)NNC(=S)NCc2ccccc2)c1Cl	8%	-8%	7%	-19%	1.0%	-1%	-6%	-1%	22%
Cc1nc(C(=O)N(C)C)nn1-c1cc(Cl)ccc1Cl	3%	9%	11%	-6%	0.8%	-3%	6%	?	-1%
CC1(C)SCC(C(=O)O)N1C=O (stereo not given)	4%	0%	26%[57.1 µM]	-3%	1.7%	-14%	0%	-6%	-6%
COC(=O)CCC(=O)Nc1cccc(Cl)c1	1%	4%	30%[57.1 µM]	0%	-0.5%	19%[57.1 µM]	-2%	-2%	12%
CCOC(=O)CCP(=O)(O)C(O)c1ccc(OC)cc1 (stereo not given)	-4%	7%	14%[57.1 µM]	-9%	-2.2%	21%[57.1 µM]	-1%	-24%	9%
CCSc1nnc(NC(=O)c2c(-c3ccccc3Cl)noc2C)s1	-6%	-4%	12%	-4%	-0.2%	-5%	1%	8%	9%
CC(NC(=O)c1ccccc1NC(=O)c1nsc2ccccc12)c1ccccc1 (stereo not given)	1%	21%	42%[activator][57.1 µM]	7%	-6.3%	12%[57.1 µM]	0%	-20%	9%
CC(C)CC(=O)Nc1c2c(nn1-c1cccc(Cl)c1)CS(=O)C2 (stereo not given)	-49%	5%	12%[57.1 µM]	-15%	-2.3%	12%[57.1 µM]	-1%	0%	1%
O=C(Cc1ccccc1)N(Cc1cccnc1)c1nc2ccc(Cl)cc2s1	2%	-8%	?	-10%	1.1%	-17%[57.1 µM]	7%	-11%	-7%
Cc1nc(N2CCCCC2)[nH]c(=O)c1CN(C)N=O	0%	-3%	·	0%	·	·	3%	5%	·
COc1ccc(-c2noc(CCC(=O)Nc3cccnc3)n2)cc1	0%	-6%	24%	-11%	-0.1%	-2%	2%	7%	-7%
CCN(C(=O)CSc1nnc(Nc2cccc(C)c2C)s1)C1CCS(=O)(=O)C1 (stereo not given)	1%	7%	-6%	-1%	-0.2%	-9%	-3%	14%	9%
CCc1nc(SC)ncc1C(=O)NCc1cccc(Br)c1	3%	17%	-13%	-1%	0.4%	0%	1%	?	8%
COC(=O)CCc1nc2ccccc2nc1OC	-3%	-6%	-4%[57.1 µM]	3%	7.2%	14%[57.1 µM]	-1%	0%	9%
CCN1C(=O)N(C)C2(c3ccccc3)N(C)C(=O)N(C)C12c1ccccc1 (stereo not given)	2%	1%	4%[57.1 µM]	0%	0.1%	3%[57.1 µM]	-9%	0%	-14%
S=c1[nH]ncn1/N=C/c1cccc(Oc2ccccc2)c1	0%	0%	-19%	-20%	-0.5%	-2%	1%	?	-11%
CC(Sc1nncn1C)C(=O)Nc1ccc2ccccc2c1 (stereo not given)	4%	-3%	3%[57.1 µM]	-4%	-0.2%	1%[57.1 µM]	-1%	?	-1%
CCC(O)c1nc2ccccc2n1Cc1cc(C)ccc1C (stereo not given)	0%	17%	22%	-26%	5.5%	2%	2%	-17%	-8%
Cc1cc(C)cc(NC(=O)CSc2oc(-c3ccccc3)nc2S(=O)(=O)c2ccccc2)c1	-5%	-23%	8%[2.29 µM]	5%	?	5%[2.29 µM]	-8%	?	-11%
CCOC(=O)c1[nH]c(C)c(C(=O)OCCN2C(=O)c3ccccc3C2=O)c1C	8%	-1%	10%	-14%	0.6%	5%[57.1 µM]	-7%	-4%	30%
CN(CC(=O)Nc1ccc(F)c(F)c1F)C(=O)C1CCCC1	3%	14%	3%	-16%	2.7%	0%	-3%	-1%	4%
COc1cc(OC)cc(-c2nnc(SCc3ccc(C(=O)O)cc3)o2)c1	-3%	-2%	13%	-15%	4.2%	6%[57.1 µM]	0%	?	-38%

Shown with two lines to a compound: part of the list above.
Screens in order: Vif-A3F inh	mIDH1 inhibitor	TrxR1 inh	USP1-UAF1 inh	RXFP1 agonist	TrxR1 substrate	Vif-A3G inh	ALOX12 inh	RGS4 inh
- CCc1nc(SC)ncc1C(=O)NCc1cccc(Br)c1
→ 3%	17%	-13%	-1%	0.4%	0%	1%	?	8%
- COc1ccc(-c2noc(CCC(=O)Nc3cccnc3)n2)cc1
→ 0%	-6%	24%	-11%	-0.1%	-2%	2%	7%	-7%
- S=c1[nH]ncn1/N=C/c1cccc(Oc2ccccc2)c1
→ 0%	0%	-19%	-20%	-0.5%	-2%	1%	?	-11%

Next entries
SMILES	Vif-A3F inh	mIDH1 inhibitor	TrxR1 inh	USP1-UAF1 inh	RXFP1 agonist	TrxR1 substrate	Vif-A3G inh	ALOX12 inh	RGS4 inh
C=CCOc1cccc(C(=O)N2CCCC(Nc3ccc4c(c3)OCCO4)C2)c1 (stereo not given)	-5%	4%	-20%	-6%	2.4%	-2%	2%	?	-33%
CC(=O)c1ccc(NC(=O)CN(c2c(C)cccc2C)S(C)(=O)=O)cc1	2%	4%	10%	-9%	2.0%	-1%	-6%	14%	4%
COc1ccc(CN2CC(C(=O)NCCCN3CCCC(C)C3)CC2=O)cc1 (stereo not given)	1%	-5%	-3%	-20%	2.5%	-4%	-1%	2%	-9%
Cc1cc2cc(CCNS(=O)(=O)c3ccc(F)cc3)c(=O)[nH]c2cc1C	-3%	-5%	17%	-20%	-3.1%	10%	4%	?	-12%
CCCc1cc(=O)[nH]c(-n2[nH]c3c(c2=O)CCCC3)n1	?	8%	-4%	-23%	0.3%	1%	-21%	-4%	-38%
Nc1nc(Nc2ccccc2F)sc1C(=O)c1ccc(Cl)cc1	3%	-13%	-15%	-8%	4.5%	-5%	-2%	-13%	-29%
O=[N+]([O-])c1cc(C(F)(F)F)ccc1Cl	5%	-13%	18%	-21%	1.5%	6%	0%	-1%	-29%
CCOc1ccccc1OCCN1CCCC1	2%	13%	48%[2.29 µM]	-8%	0.8%	7%[2.29 µM]	5%	?	-3%
C/C(CC(=O)NCc1ccc(Cl)cc1)=N\NC(=O)c1ccccc1F	-2%	7%	-3%[57.1 µM]	4%	3.1%	-5%[57.1 µM]	-1%	0%	32%
Cc1nc2nc[nH]n2c(=O)c1NC(=O)c1c(-c2ccccc2Cl)noc1C	1%	1%	11%[57.1 µM]	-1%	2.2%	9%[57.1 µM]	0%	14%	20%
CC/C(=C\C1CCCCC1)C(NP(=O)(c1ccccc1)c1ccccc1)c1ccccc1 (stereo not given)	4%	28µM*	7%	?	3.7%	0%	-3%	?	-32%
CC(=O)Nc1ccc(N(C(=O)c2ccccn2)C(C(=O)NC2CCCCC2)c2ccc(F)cc2)cc1 (stereo not given)	-9%	-5%	28%	-10%	2.7%	6%	-6%	-19%	9%
COc1ccccc1C1C(C(N)=O)=C(C)Nc2nc(-c3ccccc3Cl)nn21 (stereo not given)	2%	-3%	16%	-20%	-1.9%	6%[57.1 µM]	3%	347%[activator]	11%
N#Cc1ccc(CSc2ccc(S(=O)(=O)N3CCCC3)cn2)cc1	-4%	-3%	45%[activator]	-14%	2.3%	-1%	3%	18%	-1%
COc1ccc(C2CC(c3ccc(Br)cc3)Nc3nc(N)nn32)cc1 (stereo not given)	0%	-2%	2%	-24%	0.9%	3%	0%	-26%	2%
CCOC(=O)c1cc2c(ccc3nc(C)c(C)c32)[nH]c1C	-11%	9%	19%	-25%	18%	10%	-4%	0%	-17%
O=C(Nc1ccccc1O)c1ccc([N+](=O)[O-])cc1	0%	11%	16%	-17%	1.1%	2%	-1%	?	-13%
COc1ccc(Oc2nc(SC)nc3ccccc23)cc1	-1%	1%	11%[57.1 µM]	-11%	1.5%	8%[57.1 µM]	-10%	0%	-45%
CN1C(=S)SC(/[N+]([O-])=C\c2cccs2)C1(C)C (stereo not given)	-7%	10%	-2%	-8%	0.6%	-11%	-5%	7%	0%
COc1ccc(CCNS(=O)(=O)CCNC(=O)c2ccccc2)cc1	-15%	2%	?	2%	-0.2%	0%	0%	-3%	-6%
Cn1c(=O)c2c(ncn2CC(=O)OCC(=O)Nc2ccccc2Cl)n(C)c1=O	5%	1%	0%	-17%	6.6%	-5%	-1%	1%	0%
C=CS(=O)(=O)c1sc(Cl)c(N2CCOCC2)c1[N+](=O)[O-]	0%	?	0.32µM*	-18%	0.3%	0%	-11%	?	?
COc1ccc(NC(=O)/C(C#N)=C/c2ccc(OCCN3CCOCC3)c(OC)c2)c(OC)c1	0%	-5%	-15%	-15%	-1.8%	-11%	1%	·	-1%
Cc1ccc(-c2nc(CS(=O)(=O)CC(=O)NCCCN3CCN(C)CC3)c(C)o2)cc1	-4%	8%	18%[57.1 µM]	-13%	0.4%	10%[57.1 µM]	1%	34%[activator]	-20%
COc1ccc(S(=O)(=O)N2CCOC2CNC(=O)C(=O)NCCc2ccccc2OC)cc1C (stereo not given)	1%	-13%	15%[57.1 µM]	-14%	0.6%	6%[57.1 µM]	-11%	7%	-11%
